GALK inh: qHTS Assay for Inhibitors of Human Galactokinase (GALK). Purified GALK, Kinase-Glo residual ATP luminescence. Potency, µM (top dose mostly 57.5 µM), for inactives: top-dose activity change, negative = inhibition, hits mostly inhibitors. 0.007% of 270,000 active. AID 1868, 2009; also: potency is read from the fitted curve at half-maximal effect; % is scaled to controls: 0 for no effect and ±100 for the full control effect
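Human GALK (5 nM) with 35 uM ATP and 100 uM galactose in 20 mM HEPES pH 8.0, 5 mM MgCl2, 60 mM NaCl, 1 mM DTT, 0.01% BSA. After 1 h at room temperature, leftover ATP was read by Kinase-Glo Plus luminescence.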
Chronic BCR inh: qHTS Assay to Find Inhibitors of Chronic Active B-Cell Receptor Signaling | ABC-DLBCL IkBa-CBG/CBR reporter, luminescence ratio, 4 h | Potency, µM (doses to about 46.1 µM), without a hit: top-dose ratio change, negative = lower green/red ratio, usual class: inhibitors | 0.05% of 340,000 active | AID 493014, 2011; active = well fitted inhibition curve with a large enough effect in the signal ratio, with a control signal flat, not every such curve was filed as active; inconclusive = small, poorly fitted or top-dose-only effect, or effect the other way, or a change in a side signal; the % refers to the signal ratio;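 also: potency is read from the fitted curve at half-maximal effect; plate controls were basal doxycycline-induced cells for no effect and cells given 10 µM MG132 for full effect; MG132 reads +100%, hits lower the ratio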
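Compounds up to 46 uM were incubated four hours with TMD8 cells whose green CBG68 luciferase is fused to IkappaBalpha; red CBR luminescence normalised the signal, and concentration-effect curves were fitted to fusion, red and ratio data.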
Giardia killer: Small Molecules that selectively kill Giardia lamblia: qHTS | activity change, % at 7.66 µM, hits read low | AID 540267, 2011 | Giardia lamblia trophozoite viability | 0.15% of 340,000 active; in the data active = activity change below about -80%; inconclusive = between about -30% and that limit;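 also: parasites exposed to compound for two days anaerobically before the ATP read; % is scaled to controls: 0 for no effect and ±100 for the full control effect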
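Media and compound were dispensed first, then trophozoites at 100 cells/well; plates sat 48 hrs at 37 deg C without oxygen before ATP luminescence reagent was added and read after 15-30 min at room temperature.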
FBPA coupling cs: qHTS Assay for Inhibitors of Fructose-1,6-bisphosphate Aldolase from Giardia Lamblia: Coupling assay counterscreen; coupling enzyme system counterscreen, AmpLite Red fluorescence; AID 2472, 2010; activity change, negative = inhibition, % at 58.2 µM, hits read low; 0.67% of 290,000 active; in the data active = activity change below about -30%; also: % is scaled to controls: 0 for no effect and ±100 for the full control effect
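First, compound is pin-transferred into glyceraldehyde-3-phosphate coupling-enzyme reagent at 57.5 uM final and held 10 min at RT. Next, substrate, coupling system and AmpLite Red are added. After 20 min RT, fluorescence (525/598 nm) is read.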
Integrin act MD: qHTS for Activators of Integrin-Mediated Alleviation for Muscular Dystrophy. alpha7betagal myoblasts, beta-gal FDG fluorescence, 48 h. Potency, µM (highest dose often 38.3 µM), without a hit: at the top dose activation, hits mostly activators. 0.064% of 350,000 active;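 also: potency is read from the fitted curve at half-maximal effect; 100% = response of the positive control SU9516; nearly all actives have a fitted effect of over 60% in size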
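Alpha7betagal+/- myoblasts (passage 13) were plated 16-24 hr, then exposed to compounds (1:260 dilution of DMSO stock) for 48 hours at 37C. After MPER lysis, β-galactosidase reporter activity was read as FDG fluorescence (ex 480/em 540) after 30 minutes.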
TSG101-PTAP inh: qHTS Assay for Iinhibitors of HIV-1 Budding by Blocking the Interaction of PTAP/TSG101 | Tumor susceptibility gene 101 protein (Homo sapiens), Q99816 | Fluorescence polarization, FITC-PTAP peptide / Tsg101 binding | Potency, µM (doses to about 115 µM), without a hit: top-dose activity change, negative = inhibition, hits mostly inhibitors | 340,000 tested, under 10 active; active = well fitted inhibition curve with a large enough effect in the main read-out, with a control signal flat, not every such curve was filed as active; inconclusive = small, poorly fitted or top-dose-only effect, or effect the other way, or a change in a side signal; inactive = no such curve, though single readings can be large or run the other way; also: potency is read from the fitted curve at half-maximal effect; % of control where 0% means no effect
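Fluorescence anisotropy tracks displacement of a FITC-tagged PTAP peptide (50 nM) from the Tsg101 binding domain (10 uM), following a 20 min room-temperature incubation at pH 7.5.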
PKM2 act: qHTS Assay for Activators of Human Muscle isoform 2 Pyruvate Kinase. Pyruvate kinase PKM (Homo sapiens), P14618. purified PKM2, Kinase-Glo ATP luminescence, activation; response scale: 0% is enzyme alone, no compound. Potency, µM (top dose mostly 57.5 µM), without a hit: at the highest dose activation, most hits filed as activators. 0.34% of 260,000 active. AID 1631, 2009; also: potency is read from the fitted curve at half-maximal effect; % is scaled to controls: 0 for no effect and ±100 for the full control effect; nearly all actives have a fitted effect of over 55% in size
Target sequence (P14618 whole entry, looked up, canonical isoform): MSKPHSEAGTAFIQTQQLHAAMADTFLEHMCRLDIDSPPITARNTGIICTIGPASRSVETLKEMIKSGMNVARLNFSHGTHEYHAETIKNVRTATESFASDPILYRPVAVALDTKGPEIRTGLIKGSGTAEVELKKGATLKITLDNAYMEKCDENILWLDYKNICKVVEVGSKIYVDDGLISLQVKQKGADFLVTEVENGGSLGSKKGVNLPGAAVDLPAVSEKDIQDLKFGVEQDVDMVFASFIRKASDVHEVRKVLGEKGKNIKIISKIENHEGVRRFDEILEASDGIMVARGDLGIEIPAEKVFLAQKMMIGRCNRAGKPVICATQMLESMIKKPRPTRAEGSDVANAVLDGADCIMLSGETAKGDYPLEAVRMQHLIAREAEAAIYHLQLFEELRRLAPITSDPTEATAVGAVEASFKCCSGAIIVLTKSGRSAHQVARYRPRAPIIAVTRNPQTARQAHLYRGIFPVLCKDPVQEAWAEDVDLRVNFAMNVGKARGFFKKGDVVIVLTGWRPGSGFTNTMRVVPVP
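Purified hPK-M2 (>95% pure) converted ADP (0.1 mM final) to ATP with 0.5 mM PEP in 50 mM imidazole pH7.2, KCl, MgCl2, Tween 20, BSA; 1 h at room temperature. ATP detected by Kinase-Glo luminescence.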
B2AR arrestin: qHTS assay of beta-arrestin-biased ligands of beta2-adrenergic receptor | Beta-2 adrenergic receptor (Homo sapiens), P07550 | beta-arrestin recruitment to beta2AR, cell-based reporter | Potency, µM (top dose mostly 46.1 µM), without a hit: at the top dose activation, most hits filed as activators | 0.02% of 330,000 active | AID 492947, 2010;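 also: potency is read from the fitted curve at half-maximal effect; 0% = DMSO controls and full agonism = EC100 isoproterenol or metaproterenol; nearly all actives have a fitted effect of over 65% in size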
Tb PFK inh: qHTS Assay to Find Inhibitors of T. brucei phosphofructokinase; ATP-dependent 6-phosphofructokinase (Trypanosoma brucei brucei), O15648; T. brucei PFK, ADP-Glo luminescence; Potency, µM (highest dose often 57.5 µM), without a hit: at the top dose activity, negative = inhibition, usual class: inhibitors; 0.17% of 330,000 active; AID 485367, 2010;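 also: potency is read from the fitted curve at half-maximal effect; 0% = uninhibited 1x PFK enzyme wells and -100% = no-enzyme wells; nearly all actives have a fitted effect of over 60% in size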
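ADP-Glo luminescence quantified ADP after 45 min at room temperature, with 1.25 nM T. brucei PFK, 0.1 mM ATP and 0.5 mM fructose-6-phosphate in pH 8.0 TEA buffer. qHTS titrations up to 57 µM; curves classified by quality.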
ASM inhibitor: Inhibitors of Secretory Acid Sphingomyelinase (S-ASM): qHTS; Sphingomyelin phosphodiesterase (Homo sapiens), P17405; placental ASM, HMU-PC fluorogenic substrate, 60 min; Potency, µM (top dose mostly 57.5 µM), for inactives: at the top dose activity change, negative = inhibition, usual class: inhibitors; 0.006% of 340,000 active; also: potency is read from the fitted curve at half-maximal effect
Target sequence (P17405 47-631 limits assumed): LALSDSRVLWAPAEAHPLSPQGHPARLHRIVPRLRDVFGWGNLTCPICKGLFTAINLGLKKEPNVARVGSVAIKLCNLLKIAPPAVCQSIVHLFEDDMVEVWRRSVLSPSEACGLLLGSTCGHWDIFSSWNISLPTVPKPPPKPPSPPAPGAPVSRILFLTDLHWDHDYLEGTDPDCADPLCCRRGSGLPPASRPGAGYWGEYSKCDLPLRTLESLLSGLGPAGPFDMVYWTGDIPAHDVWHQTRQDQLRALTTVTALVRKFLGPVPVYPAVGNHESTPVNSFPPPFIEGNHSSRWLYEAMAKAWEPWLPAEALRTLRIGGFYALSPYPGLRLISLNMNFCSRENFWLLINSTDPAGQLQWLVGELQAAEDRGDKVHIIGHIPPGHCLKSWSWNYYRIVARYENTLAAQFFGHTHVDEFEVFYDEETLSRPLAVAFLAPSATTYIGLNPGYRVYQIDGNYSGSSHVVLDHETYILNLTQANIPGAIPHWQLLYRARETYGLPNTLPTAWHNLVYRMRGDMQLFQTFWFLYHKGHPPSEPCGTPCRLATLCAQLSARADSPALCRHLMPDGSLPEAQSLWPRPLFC
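HMU-PC0 cleavage (9 uM final) by human placental ASM, 60 min at 37 °C following 10 min compound exposure at RT; stopped at pH 10, fluorescence Ex 386/Em 447 nm.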
Menin-MLL TR inh: qHTS Assay for Inhibitors Targeting the Menin-MLL Interaction in MLL Related Leukemias: Competition With Texas Red Labeled MLL-derived Mutant Peptide | Potency, µM (top dose mostly 61.6 µM), for the others: top-dose FP activity change, negative = inhibition, usual class: inhibitors | Menin + Texas Red MLL mutant peptide, fluorescence polarization | 0.23% of 270,000 active; active = well fitted inhibition curve with a large enough effect in the polarisation, with a control signal flat, not every such curve was filed as active; inconclusive = small, poorly fitted or top-dose-only effect, or effect the other way, or a change in a side signal; inactive = no such curve, though single readings can be large or run the other way; the % refers to the polarisation; also: potency is read from the fitted curve at half-maximal effect; % of control where 0% means no effect; many of its hits are not listed in these tables
An asterisk follows results filed as active; ? = inconclusive; . = no result given; [ ] = another dose, or the depositor's remark. Unless noted, calls follow the shape of the dose curve; as a rule, active = well fitted curve in the direction sought with a large enough effect; inconclusive = small, poorly fitted or top-dose-only effect, or another doubt; inactive = no such curve, though single readings can be large; an effect the other way counts as inactive or inconclusive. A portion of the library; rates above refer to the full screens.

SMILES	GALK inh	Chronic BCR inh	Giardia killer	FBPA coupling cs	Integrin act MD	TSG101-PTAP inh	PKM2 act	B2AR arrestin	Tb PFK inh	ASM inhibitor	Menin-MLL TR inh
N/C(=N\OC(=O)c1ccccc1)c1ccncc1	10.0%	?	-11.7	-1.1	29.6%	-2.4%	-19.9%	-0.2%	-12.2%	-1.4%	7.0%
NC(=S)N/N=C/c1coc2cc(Cl)ccc2c1=O	0.3%	?	0.9	2.8	?	1.4%	3.0%	-0.4%	5.8%	4.3%	2.9%
O=C(Nc1nnc(SCc2c(Cl)cccc2Cl)s1)c1ccc2ncsc2c1	-1.4%	5.8%	.	4.5	.	.	-2.6%	-0.9%	-1.2%	.	5.1%
CCOC(=O)C1CCN(C(=O)c2cc(COc3ccc(OC)c4ccccc34)on2)CC1	6.8%	?	10.1	-37.2*	17.3%	0.7%	-1.4%	0.1%	-3.9%	-2.4%	34.5%[activator]
O=C(CSC1CCCCC1)Nc1nccs1	4.4%	7.4%	-10.9	0.7	5.2%	0.1%	0.2%	-0.4%	-2.4%	0.3%	0.6%
CCOc1cc(C2NC(=O)NC(O)(C(F)(F)F)C2C(=O)c2ccc(Cl)cc2)ccc1O (stereo not drawn)	0.2%	0.6%	1.5	2.6	0.9%	5.7%	0.4%	-0.2%	3.2%	-1.8%	2.8%
O=[N+]([O-])c1cc(/C=N\Nc2nccs2)ccc1O	-1.0%	17.2%	.	-0.2	.	.	13.8%	0.0%	9.53µM*	.	?
COC(=O)CSc1[nH]c2ccccc2c1[N+](=O)[O-]	-0.9%	-23.7%	4.2	-3.4	23.9%	-3.0%	1.2%	-0.2%	-9.1%	26.9%	.
COc1cccc(Cn2nnc(C(=O)NCCc3ccc(Cl)cc3)c2N)c1	2.6%	?	-27.3	-1.5	-7.2%	1.7%	12.8%	0.3%	-1.2%	-10.0%	4.8%
COc1ccc(CC(=O)NCc2nnc(SCC(=O)Nc3ncc(C)s3)n2C)cc1	-0.3%	-1.9%	?	2.9	31.6%	-1.3%	5.2%	-0.2%	-1.7%	-0.2%	0.2%
Cc1ccc(S(=O)(=O)/N=C(\Sc2ccccc2)c2ccccc2)cc1	3.4%	-5.0%	15.6	2.4	26.4%	-3.1%	-5.3%	0.6%	1.4%	-0.5%	-1.5%
COc1cccc(-c2noc(CCC(=O)NCCc3ccccc3)n2)c1	4.5%	12.2%	11.3	0.8	14.7%	-1.2%	.	-0.1%	-3.7%	-2.5%	11.0%
O=S(=O)(c1ccc(NC(=S)N/N=C/c2ccc(N3CCOCC3)cc2)cc1)N1CCOCC1	0.9%	?	-12.9	-0.2	15.2%	-5.5%	4.8%	-0.1%	3.1%	225.8%[activator]	?
O=C(CCN1CCCCO1)N1CCCC(Nc2ccc(F)cc2)C1 (stereo not drawn)	1.0%	-2.5%	2.2	1.5	8.8%	.	2.1%	1.9%	-2.0%	1.8%	-2.2%
COC(=O)CC1NCCc2cc(OC)c(OC)cc21 (stereo not drawn)	11.8%	?	-0.8	2.6	0.0%	-1.4%	0.3%	0.2%	-2.0%	6.0%	1.0%
CN(c1ccc(OCc2nnc(-c3ccccc3)o2)cc1)S(=O)(=O)c1ccccc1	0.7%	4.4%	-4.4	-4.6	-30.3%	-5.3%	10.6%	-1.8%	5.8%	-1.8%	-16.1%
S=C(Nc1ccccc1)Nc1ccc(OCc2ccc(Cl)cc2Cl)cc1	-2.2%	8.6%	-0.2	-2.0	15.0%	-2.1%	-21.8%	-0.2%	-7.4%	-0.6%	-26.7%
CCC[C@@H](CN1CCC[C@H]1CN1C(N)=NC[C@@H]1Cc1ccccc1)N1C[C@@H](Cc2ccccc2)N(CCc2ccc(Cl)c(Cl)c2)C1=N	.	-0.3%	3.1	.	-13.8%	-1.2%	.	0.2%	14.8%	-6.3%	.
CO/N=C\c1cc(C(=O)c2ccc(Cl)cc2Cl)cn1C	0.4%	7.9%	-0.9	-2.1	?	-5.3%	-12.1%	-0.3%	-5.8%	-2.0%	-11.1%
Cc1cccc(N2CCN(C(=O)CCn3c(=O)[nH]c4ccccc4c3=O)CC2)c1C	0.5%	?	2.3	0.6	16.3%	-7.2%	-1.5%	-0.8%	-0.1%	-0.9%	-11.5%
CN1CCN(C(=O)c2cnn(-c3ccccc3)c2NC(=O)c2ccccc2Cl)CC1	-1.3%	4.8%	-9.1	.	0.7%	.	-3.5%	0.3%	-21.7%	1.6%	.
COc1ccc(CCn2c(-c3ccc(OC)cc3)nc3c(c(=O)c4ccccc4n3C)c2=O)cc1	-0.5%	?	-11.5	-1.9	-18.0%	-1.1%	-0.5%	-0.4%	2.6%	-0.7%	.
CC(=O)Nc1ccc(NC(=O)COC(=O)C2(c3ccc(Cl)cc3)CCCC2)cc1	-2.0%	7.2%	-3.8	-0.3	-23.1%	0.1%	-0.9%	-0.5%	-1.7%	?	8.6%
COC(=O)C(NC(=O)c1ccccc1)=C(C)C	-1.4%	-2.7%	-21.9	-1.2	0.0%	0.4%	2.6%	0.0%	-1.0%	5.4%	-2.4%
O=C(/C=C/c1cccc(Cl)c1Cl)OCC(=O)N1CCOCC1	.	10.5%	-2.4	.	-5.8%	-0.8%	.	-0.4%	-1.5%	-0.4%	.
COc1ccc(NC(=O)Cn2nnc(C(=O)NCc3ccco3)c2N)cc1	-0.7%	?	-22.9	.	-26.1%	-4.4%	.	0.3%	-2.4%	-1.1%	.
CN1CCC(=NNc2ncnc3sc4c(c23)CCCC4)CC1	-0.4%	-2.1%	-1.3	-5.2	23.2%	0.8%	2.1%	0.4%	-0.4%	2.1%	-22.4%
CCOc1ccc(NC(=O)CCNC(=O)c2ccc(Br)cc2)cc1	12.7%	-0.6%	-0.5	1.9	-20.9%	2.2%	-1.8%	0.3%	1.5%	-3.7%	-6.5%
Cc1nc(SCC(=O)NC(=O)NC(C)C)nc(C)c1C	4.2%	0.9%	20.2	-0.7	0.9%	-0.8%	?	-0.1%	1.0%	-3.1%	-4.5%
COCCN(C(=O)c1ccccc1F)c1nc(-c2ccc(OC)cc2)cs1	7.1%	-8.0%	-3.7	-9.1	28.2%	0.5%	1.0%[11.5 µM]	13.6%	3.0%	-1.1%	20.5%
CCn1c(SCC(=O)Nc2nc(-c3ccc(C)cc3)cs2)nnc1-c1ccccc1O	-2.0%	?	-8.9	-7.4	-10.3%	-3.1%	1.8%	-0.7%	-2.7%	?	?
Cc1ccc(NC(=O)c2cc3ccccc3oc2=O)cc1S(=O)(=O)N(C)C	-0.5%	7.4%	?	-0.8	-2.5%	1.5%	-2.5%	-0.2%	-0.1%	-2.8%	-1.1%
O=C(Nc1ccc(F)cc1)c1cc2c(s1)CCCC2	3.0%	?	-14.0	-13.0	16.8%	-0.5%	-17.0%	0.0%	-3.6%	-2.2%	.
CCOC(=O)C1CCN(S(=O)(=O)Cc2ccccc2)C1=O (stereo not drawn)	0.1%	-0.2%	-6.9	-0.6	15.7%	0.1%	-0.4%	-0.3%	1.6%	4.3%	-2.7%
Cc1ccc2[nH]c(CSc3ccccc3)cc(=O)c2c1	.	-7.8%	11.4	2.6	-17.3%	-4.5%	.	-0.1%	1.6%	0.4%	-16.0%
Cn1c2ccccc2c2n[nH]c(=O)nc21	-0.8%	6.8%	-3.2	1.3	11.7%	1.2%	1.2%	0.0%	-0.4%	1.6%	2.4%
Cc1nc(NCc2ccccn2)c2c3c(sc2n1)CCCC3	1.2%	-2.6%	8.8	-0.8	9.7%	-0.1%	-5.5%	0.2%	-0.3%	0.2%	?
COC(=O)c1cc(-c2ccc(OC)c(OC)c2)n[nH]1	-0.2%	?	0.1	0.5	-16.9%	-1.0%	-4.7%	-2.4%	3.6%	1.1%	-3.0%
